D2 ag: D2 dopamine receptor (human) agonism | hit rate 0.53% among 340,000 | P14416 | AID 485358 | activation, % at 2 µM | HEK293 T-REx D2 cells, calcium flux agonist mode;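 active means activation over 3 SD above normal in the single-dose calcium agonist read, cut at about 30% in these data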; further: 0% is about no effect
Target sequence (P14416 whole entry, looked up): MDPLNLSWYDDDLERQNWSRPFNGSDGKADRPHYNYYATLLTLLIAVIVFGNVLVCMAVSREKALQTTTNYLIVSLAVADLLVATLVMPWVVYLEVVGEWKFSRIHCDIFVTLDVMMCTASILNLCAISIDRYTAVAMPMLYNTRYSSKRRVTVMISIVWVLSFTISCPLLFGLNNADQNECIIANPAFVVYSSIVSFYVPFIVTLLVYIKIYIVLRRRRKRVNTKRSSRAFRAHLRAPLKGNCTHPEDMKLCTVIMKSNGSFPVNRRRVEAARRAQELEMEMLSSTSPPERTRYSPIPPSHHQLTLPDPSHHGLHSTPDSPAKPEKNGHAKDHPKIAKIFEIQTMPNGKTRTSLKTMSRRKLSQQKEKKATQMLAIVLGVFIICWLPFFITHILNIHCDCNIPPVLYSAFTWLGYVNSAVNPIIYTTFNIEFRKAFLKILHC
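Agonism scored from kinetic calcium signal (1 read/sec, 180 s) following compound pin transfer, after a 10 s baseline. Cells: HEK293 Trex line expressing inducible D2 receptor coupled to calcium, dye-loaded after overnight culture at 30 C.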
RXFP1 antagonist: antagonists of human relaxin receptor RXFP1. Q9HBX9. activity change, negative = inhibition, % at 57.5 µM. HEK293-RXFP1, relaxin-stimulated cAMP HTRF, 30 min; stronger effect = lower value. hit rate 0.59% among 350,000;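 active means activity change of -60% or lower, but not beyond a set lower limit; inconclusive means change between -60% and -40%, or beyond the set limit; inactive means change above -40%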; further: on the % scale 0 is the no-effect control and ±100 the full control effect
D1 ag: agonists of human D1 dopamine receptor. HEK293 T-REx D1 cells, calcium flux, agonist mode. activation, % at 2 µM. hit rate 1% among 360,000. AID 504660; in the data active means activation above about 30%; further: 0% is about no effect
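Agonism was scored from calcium flux recorded over 180 s (1 read/s) after pintool compound addition, following a 10-cycle baseline. Cells were inducible force-coupled HEK293 TREx D1, plated overnight at 30 C and loaded with no-wash calcium dye.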
RXFP1 agonist: RXFP1 (human) receptor agonism; Q9HBX9; HEK293T-RXFP1 cAMP TR-FRET, 30 min; response scale: percent of porcine relaxin response, buffer zero; Potency, µM (titrated, usually from 57.5 µM), for the others: at the highest dose activation, usual class: activators; hit rate 0.3% among 370,000; AID 2676; active means well fitted activation curve with a large enough effect; inconclusive means small, poorly fitted or top-dose-only effect; further: potency means the concentration at half of the fitted maximal effect; on the % scale 0 is the no-effect control and ±100 the full control effect; nearly all actives have a fitted effect of over 60% in size; many of its hits are not listed in these tables
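HEK293 cells stably expressing RXFP1, treated 30 min at 37C with compounds plus PDE4 inhibitor Ro 20174; cAMP measured by HTRF TR-FRET. Normalized to buffer and 29 nM porcine relaxin; EC50 by Hill fit.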
D2 antag: D2 dopamine receptor (human) antagonism; P14416; HEK293 TREx D2 cells, calcium flux, dopamine EC80; AID 485344; inhibition, % at 10 µM; hit rate 2% among 340,000; in the data active means inhibition above about 30%; further: 0% is about no effect
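Compounds are added to dye-loaded, induced HEK293 T-REx cells coupled to calcium release via D2; after a 3 min kinetic read an EC80 dopamine stimulus is given and fluorescence is recorded for 3 more min.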
D1 PAM: potentiators of human D1 dopamine receptor; HEK293 TREx D1 cells, calcium flux, dopamine EC20 potentiation; potentiation, % at 10 µM; hit rate 0.036% among 360,000; AID 504651; in the data active means potentiation above about 30%; further: 0% is about no effect
TRHR enhancer: TRH receptor (human) allosteric enhancement. TRHR cells, fluo-8 calcium fluorescence, EC20 TRH enhancement. enhancement, % at 2 µM. hit rate 0.66% among 360,000. AID 493056; in the data active means enhancement above about 30%; further: 0% is about no effect
Target sequence (P34981 whole entry, looked up): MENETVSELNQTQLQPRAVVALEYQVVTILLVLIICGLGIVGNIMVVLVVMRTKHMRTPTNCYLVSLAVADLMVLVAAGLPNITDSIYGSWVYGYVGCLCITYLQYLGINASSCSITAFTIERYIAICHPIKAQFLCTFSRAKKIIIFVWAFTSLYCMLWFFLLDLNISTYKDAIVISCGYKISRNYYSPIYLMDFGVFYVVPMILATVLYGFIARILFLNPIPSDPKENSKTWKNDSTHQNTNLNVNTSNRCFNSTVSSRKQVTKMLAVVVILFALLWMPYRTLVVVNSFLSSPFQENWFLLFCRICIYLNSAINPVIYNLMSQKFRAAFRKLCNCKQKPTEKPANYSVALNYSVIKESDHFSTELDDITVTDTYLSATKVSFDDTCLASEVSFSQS
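TRHR-expressing cells loaded with fluo-8 calcium dye were read kinetically (ex 480/em 530) during compound addition, then stimulated with an EC20 of TRH (10 nM final). Enhancement of the Gq-mediated intracellular calcium response was scored.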
D1 antag: antagonists of human D1 dopamine receptor; AID 504652; P21728; hit rate 3.2% among 360,000; activity change, negative = inhibition, % at 10 µM; HEK293 TREx D1 cells, calcium flux, dopamine EC80; stronger effect = lower value; in the data active means activity change below about -30%; further: on the % scale 0 is the no-effect control and ±100 the full control effect
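Using tetracycline-induced force-coupled D1 Hek293 cells and a calcium dye, signals were followed for 180 s after compound, then for 180 s after EC80 dopamine, to detect inhibitors.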
D2 potentiator: positive allosteric modulators of human D2 dopamine receptor; P14416; HEK293 T-REx D2, calcium flux, EC20 dopamine potentiation; potentiation, % at 10 µM; hit rate 0.34% among 340,000;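 active means potentiation over 3 SD above the plate norm, cut at about 30% in these data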; further: 0% is about no effect
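Potentiation of an EC20 dopamine calcium response is measured in a force-coupled, tetracycline-inducible Hek293 Trex D2 line. Compound-only kinetic reads over 180 s flag agonists before dopamine addition.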
* hit, by the source's call; ? = inconclusive; / = not tested or not shown.

A first look (five entries):
Order of values – D1 PAM	D2 potentiator	D2 ag	D2 antag	D1 ag	RXFP1 antagonist	TRHR enhancer	RXFP1 agonist	D1 antag
Cc1ccc(NC(=O)CCCn2c(=O)c3cccn3c3ccccc32)c(Cl)c1
→ -1.6	-2.3	0.4	/	-0.9	?	-4.3	10.4%	9.2
Cc1c(C#N)c2ccccc2n1CC(=O)N1CCc2ccccc2C1
→ 5.2	-9.1	1.3	-1.9	6.4	/	-11.0	-1.0%	-14.6
COc1ccc(S(=O)(=O)NCCc2nnc3ccc(SCC(=O)Nc4ccccc4C)nn23)cc1
→ -4.0	-8.6	-0.9	/	0.1	-2.1	-5.9	9.2%	-0.4
CCn1c(N)c(C(=O)NCCCOC)sc1=S
→ -3.2	1.0	-1.4	1.9	5.1	/	4.2	-0.9%	-5.1
CC1(C)CC(=O)C2=C(C1)OC(N)=C(C#N)C2c1cccs1 (configuration not stated)
→ -4.5	6.8	0.8	-6.0	0.2	6.6	11.6	1.6%	-7.9

The whole of this part, previewed entries included:
Order of values – D1 PAM	D2 potentiator	D2 ag	D2 antag	D1 ag	RXFP1 antagonist	TRHR enhancer	RXFP1 agonist	D1 antag
Cc1ccc(NC(=O)CCCn2c(=O)c3cccn3c3ccccc32)c(Cl)c1
→ -1.6	-2.3	0.4	/	-0.9	?	-4.3	10.4%	9.2
Cc1c(C#N)c2ccccc2n1CC(=O)N1CCc2ccccc2C1
→ 5.2	-9.1	1.3	-1.9	6.4	/	-11.0	-1.0%	-14.6
COc1ccc(S(=O)(=O)NCCc2nnc3ccc(SCC(=O)Nc4ccccc4C)nn23)cc1
→ -4.0	-8.6	-0.9	/	0.1	-2.1	-5.9	9.2%	-0.4
CCn1c(N)c(C(=O)NCCCOC)sc1=S
→ -3.2	1.0	-1.4	1.9	5.1	/	4.2	-0.9%	-5.1
CC1(C)CC(=O)C2=C(C1)OC(N)=C(C#N)C2c1cccs1 (configuration not stated)
→ -4.5	6.8	0.8	-6.0	0.2	6.6	11.6	1.6%	-7.9
COCC(=O)N1CCC(Oc2ccc(C(=O)NCCc3ccncc3)cc2)CC1
→ 3.4	-7.4	-0.4	-9.9	0.8	-7.0	6.1	-0.2%	5.9
CCCCN1CN(Cc2ccccc2)CNC1=S
→ 8.2	1.8	-0.1	0.1	0.5	/	-6.9	0.6%	1.6
CC(=O)Nc1ccc(Nc2cc(C)nc3c(-c4ccc(Cl)cc4)cnn23)cc1
→ -8.1	3.9	2.0	16.6	3.6	-14.5	0.9	5.8%	-24.9
CCn1c(=O)c2ccccc2n(Cc2cccc(C)c2)c1=O
→ -7.1	2.2	-1.1	14.1	-1.2	-8.7	-1.2	-0.8%	-31.7*
Cc1ccc(C(C)C)cc1S(=O)(=O)Nc1ccncc1
→ -2.4	/	/	/	6.1	2.6	22.7	-2.5%	2.3
Cc1ccc(N(C(=O)CNC(=O)c2ccco2)C(C(=O)NC2CCCC2)c2cccnc2)cc1 (configuration not stated)
→ -7.5	/	-3.2	8.8	2.3	8.1	3.0	1.2%	32.3
Cc1cccc(NC(=O)CN2C(=O)C(c3ccccc3)=NC23CCC(C)CC3)c1 (configuration not stated)
→ 2.4	-0.1	0.4	/	3.0	-21.8	4.9	0.1%	22.1
O=C1COc2ccc(S(=O)(=O)Nc3cccc(Cl)c3)cc2N1
→ 0.1	4.6	1.4	-1.5	1.4	10.7	6.0	1.9%	13.3
COc1ccc(CCN2CN(S(=O)(=O)c3ccc(OC)cc3)c3nc4ccccc4nc32)cc1
→ 4.9	7.1	-0.4	-6.1	1.2	11.6	3.6	0.4%	-2.4
CC(C)c1ccc(CN2CCN(C(=O)CCl)CC2)cc1
→ 0.7	-2.6	1.7	11.1	3.5	7.3	-0.3	-0.1%	-5.9
CC(=O)NC1C(Oc2ccc(C=O)cc2)OC(COC(C)=O)C(OC(C)=O)C1OC(C)=O (configuration not stated)
→ -3.1	-1.8	0.6	1.2	4.3	-5.6	-3.6	-0.3%	11.2
c1ccc2[nH]c(-c3cscn3)nc2c1
→ -6.0	5.9	2.0	13.5	0.5	13.9	2.1	0.7%	-8.4
CCOC(=O)N1CCN(C(=O)CS(=O)(=O)c2cn(Cc3ccc(Cl)cc3)c3ccccc23)CC1
→ 0.9	2.6	0.9	28.5	3.0	3.5	-9.2	0.9%	9.8
CC(=O)c1cc(CN2CCC(n3nccc3NC(=O)c3ccccc3)CC2)cs1
→ 8.0	5.5	0.2	-1.7	0.0	-13.4	-2.3	-0.2%	6.9
CCOCCCNC(=S)NCCCNc1nc2cc3c(cc2cc1C#N)OCO3
→ -4.0	9.5	-0.3	-45.6	-0.6	13.5	-0.7	1.3%	-7.5
COc1ccc(C(=O)O/N=C(\N)Cc2ccc(Cl)c(Cl)c2)cc1OC
→ 6.8	-4.9	0.4	-13.2	7.1	-1.1	-9.1	0.2%	-16.0
COc1ccccc1OCCNC(=O)c1ccc2c(c1)CCC2
→ -2.3	-5.9	-2.5	17.8	-0.7	-14.3	-3.0	0.4%	10.7
COc1ccc(C(=O)OC(C)CN2CCOCC2)cc1OC (configuration not stated)
→ 0.4	-2.7	0.5	6.7	0.9	5.7	0.5	1.6%	1.3
Cn1c(CN2CCOCC2)nnc1SCc1ccc(C#N)cc1
→ 10.3	1.5	/	/	0.1	6.8	-2.0	0.4%	2.8
COCCNC(=O)CN(CC1CCCO1)C(=O)CCC(=O)Nc1ccccn1 (configuration not stated)
→ -0.4	-6.1	0.1	15.5	0.4	-3.7	-1.6	0.0%	-9.9
CC1(C)CC(NC(=O)c2cc(S(=O)(=O)N3CCOCC3)c(Cl)cc2Cl)CC(C)(C)N1
→ 0.1	3.1	0.5	12.7	0.3	?	15.5	-0.1%	4.1
c1ccc(Cn2ccnc2SCc2nnc(-c3ccccc3)o2)cc1
→ -7.0	8.4	0.7	8.4	3.0	-3.9	-4.2	0.5%	-0.6
Cc1cccc(NC(=O)c2ccc3c(Cl)c4c(nc3c2)CCCC4)n1
→ 0.8	11.0	0.5	1.9	-1.1	1.8	-0.1	?	5.7
CC(NC(=O)COC(=O)[C@@H]1CCCN1S(=O)(=O)c1ccccc1F)C12CC3CC(CC(C3)C1)C2 (some centres not stated)
→ -1.0	-12.6	24.9	2.7	1.8	6.1	1.5	0.3%	5.2
COc1ccc(OC)c(NC(=O)N2CCCC(C(=O)c3ccccc3OC)C2)c1 (configuration not stated)
→ -8.4	2.1	-0.5	4.2	1.2	2.6	-0.2	1.1%	-36.3*

Later entries:
Order of values – D1 PAM	D2 potentiator	D2 ag	D2 antag	D1 ag	RXFP1 antagonist	TRHR enhancer	RXFP1 agonist	D1 antag
COc1ccc(S(=O)(=O)N(C)CC(=O)NC2CC2)cc1
→ -4.7	12.8	-0.5	-1.4	3.3	4.1	2.1	1.4%	3.2
COc1ccc(-c2nc3ccccc3c(=O)n2CCN2CCOCC2)cc1
→ 0.4	1.2	-1.3	-3.5	2.2	-6.5	3.7	7.2%	3.4
CC(NC(=O)C(=O)Nc1nccs1)c1ccccc1 (configuration not stated)
→ -2.8	-2.1	0.8	-10.5	1.4	-2.5	-0.3	3.0%	5.6
CC(C)(C)NC(=O)CSc1nnc(Cc2ccccc2)n1CC1CCCO1 (configuration not stated)
→ -0.2	12.3	0.7	-27.0	2.0	2.5	13.7	-0.9%	-13.8
Cc1ccc(SC/C(O)=C(\C#N)c2nc3ccccc3n2C)cc1
→ 0.2	0.9	0.0	-5.9	1.0	7.7	20.8	3.2%	8.9
CC(C)(C)c1ccc(-c2c(C#N)c(N)nc3c2CCCC3)s1
→ -3.5	-5.2	-0.4	-9.6	1.2	5.0	-0.5	1.2%	-3.6
CCc1ccc2c(c1)/C(=N/OC)C(=O)N2
→ 1.2	0.4	-0.3	-4.8	0.3	0.0	9.0	-0.7%	-1.7
CCCCN(C(=O)c1ccc2c(c1)OCCO2)c1c(N)n(CC(C)C)c(=O)[nH]c1=O
→ 3.1	4.4	0.1	-15.2	0.6	-1.4	-1.3	1.8%	4.1
O=C(NCc1ccc(Cl)cc1)c1cc([N+](=O)[O-])ccc1Cl
→ -3.4	-5.0	0.0	16.8	4.3	-6.5	0.6	-0.9%	-7.1
CCN(CC)C(=O)C1CCCN(c2ncnc3c2cnn3-c2cccc(C)c2)C1 (configuration not stated)
→ -4.1	/	/	/	0.8	3.8	-10.2	0.2%	-11.4
COc1ccc(OC)c(C2=NOC(C(=O)N3CCCc4ccccc43)C2)c1 (configuration not stated)
→ 4.3	9.5	-0.7	5.2	4.8	8.1	2.6	3.7%	11.0
CCC(C)(C)C1CCC2(CC1)NC(=O)N(CC(=O)NCCc1ccc(OC)c(OC)c1)C2=O (configuration not stated)
→ -2.6	4.2	0.5	2.4	0.5	3.9	-3.2	-0.3%	-2.2
N#CC1=C(C=Nc2ccccc2O)CCC1
→ 8.2	-10.2	0.4	20.8	1.4	0.4	-8.4	1.7%	-3.9
CCOc1ccc(CCNC(=O)Cn2cccc2C(=O)c2ccccc2)cc1OCC
→ -2.5	11.3	-0.3	-1.7	6.0	-1.9	-8.8	-7.1%	-6.6
CCCCc1ccc(-n2nc3ccc(NC(=O)c4cc5ccccc5o4)cc3n2)cc1
→ -0.8	2.6	1.3	/	-0.7	-8.1	3.1	2.8%	-10.6
CC(C)CC1N=C2c3ccccc3N=C(SCC(=O)NCCc3ccc(Cl)cc3)N2C1=O (configuration not stated)
→ 0.1	1.4	-1.0	/	-0.5	11.7	-0.2	2.6%	6.2
CC(C)(C)c1ccc(/C=N/N2CCN(c3ccccn3)CC2)cc1
→ -1.2	-3.2	1.3	2.4	1.5	-14.1	-2.4	-1.2%	21.2
COC(=O)c1ccccc1NC(=O)CN1CCC(NC(=O)c2ccc(C)cc2)CC1
→ -9.4	-6.8	1.9	-7.7	2.5	9.9	-2.3	-0.5%	0.1
Cc1cccn2c(=O)nc(SCC(=O)N3CCN(c4ccccc4)CC3)nc12
→ 4.2	14.0	0.8	16.5	-1.1	-3.2	-2.8	20.9%	-3.0
COc1ccccc1Nc1nc2c(s1)CCC2
→ 6.2	4.0	-0.4	-0.2	1.6	-6.7	-2.1	2.4%	-1.8
CC1(C)CC(NC(=O)c2ccccc2Cl)CC(C)(C)N1
→ -1.7	-13.6	0.7	12.0	1.3	0.9	0.3	1.0%	1.6
O=C(c1ccc(=O)oc1)N1CCN(C(c2ccccc2)c2ccccc2)CC1
→ -9.8	-11.0	-1.1	-6.6	5.8	1.4	-2.1	0.6%	15.0
CCc1c(C)sc2c1CCN(C(=O)Nc1cc(OC)c(OC)c(OC)c1)C2c1ccccc1 (configuration not stated)
→ 6.8	0.5	0.2	/	1.5	-6.0	0.4	-2.0%	-40.3*
CCOC(=O)C(C)n1cnc2sc(C)c(C)c2c1=O (configuration not stated)
→ 5.7	11.0	0.3	-9.4	3.0	0.6	5.9	0.9%	4.6

Screening data (PubChem BioAssay)

These rows are one share of the data; rates above refer to the full screens.
